mHTT CaM bind: mutant huntingtin-calmodulin interaction inhibitors – biochemical, AlphaScreen, primary screen. P42858. AlphaScreen His-mHTT/GST-CaM binding, luminescence. inhibition, % at 15 µM. actives 3.6% (n = 190,000). AID 1671202, 2021;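 note: 0% = both proteins with DMSO and 100% = one protein alone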
Pf apPOL block: Pf-apPOL inhibitors, biochemical, fluorescence; Plasmodium falciparum apicoplast DNA polymerase (apPOL); Recombinant Pf-apPOL, molecular beacon fluorescence, 1.5 h; inhibition, % at 10 µM; actives 0.25% (n = 210,000); AID 1794808, 2022
An asterisk follows results filed as active; · = no result given; & = joins results of further samples. Cut-off read from the data, not from the text of the source: active = inhibition above about 50%; inactive = the rest. Not all compounds are listed; rates above refer to the full screens.

Values run as follows: mHTT CaM bind, Pf apPOL block
1	O=C(Nc1c2c(nn1-c1cccc(Cl)c1)CS(=O)(=O)C2)c1ccc([N+](=O)[O-])cc1
  7, 0
2	COc1ccc(S(=O)(=O)Nc2ccccc2C(=O)NC(C)C)cc1Br
  -5, -2
3	N#C/C(=C\c1cccc(Br)c1)c1nn(CCO)c(N)c1C#N
  3, -5
4	CCOC(=O)c1ccc(-c2coc3cc(OC(C)=O)c(CC)cc3c2=O)o1
  -2, 6
5	C=C1CCN([C@@H](Cc2ccccc2)C(=O)NCc2ccccc2)S(=O)(=O)c2ccccc21
  10, 4
6	CCOc1ccc(C2Nc3ccccc3C(C)(C)O2)cc1OC (centres undefined)
  11, -2
7	Cc1ccccc1-n1c(SCc2c(F)cccc2F)nc2[nH]ncc2c1=O
  14, -3
8	Cc1c(Cl)cccc1NS(=O)(=O)c1ccc(Cl)cc1
  -19, -7
9	Cc1ccc(C(=O)N2CCC(CC(=O)NCc3ccc(F)cc3)CC2)cc1
  13, -6
10	COc1ccc(CNS(=O)(=O)/C=C/c2ccccc2CNC(=O)OC(C)(C)C)cc1
  -18, 4
11	N=c1oc2ccc(Br)cc2cc1C(=O)Nc1ccccc1Cl
  2, -4
12	Cc1ccc(C=Cc2nc(-c3ccc4c(c3)oc(=O)n4C)no2)cc1
  -10, 0
13	CCOc1cc(/C=C2/N=C(c3ccccc3Cl)OC2=O)ccc1OC
  6, -6
14	Cc1cc(C)c2oc(=O)cc(COc3ccc4c(=O)c(-c5ccc6c(c5)OCCO6)coc4c3)c2c1
  -5, -4
15	CCN1C(=O)c2cccnc2Sc2cc(NC(=O)C3CCCC3)ccc21
  12, -3
16	O=C(O)CCN1C(=O)C2C3C=CC(C4CC34)C2C1=O (centres undefined)
  0, -12
17	C=CCc1ccccc1OCCN1CCC(C)CC1
  2, -3
18	O=C1CSC(c2ccc(Cl)cc2)N1c1ccc(F)c(Cl)c1 (centres undefined)
  -15, -6
19	O=C(C1CCCCC1)N1CCN(Cc2noc3ccccc23)CC1
  -2, 0
20	CCCCN(C)S(=O)(=O)c1cc(Br)cc2c1N(C(C)=O)CC2
  2, 0
21	O=C(CSc1ncccn1)Nc1nccs1
  -17, -1
22	O=C(Nc1ccc(NC(=O)c2cccs2)cc1)c1ccc(I)cc1
  3, -2
23	CC=CCC(=O)NCC(N)=O
  ·, 4&1
24	O=[N+]([O-])c1cc(C=NN=Cc2csc([N+](=O)[O-])c2)cs1
  ·, -3
25	O=c1c2ccccc2ncn1CCCCOc1ccc(Cl)c(Cl)c1
  -4, -9
26	CC(=O)Nc1nonc1N
  -5, ·
27	Cc1ccccc1Cn1nnc2cc(C(=O)NC(C)C)ccc21
  3, 0
28	O=C(Nc1nnc(-c2cccnc2)s1)c1ccccc1F
  -3, -8
29	CC1CCCC(NC(=O)C2c3ccccc3C(=O)N(C)C2c2c[nH]c3ccccc23)C1C (centres undefined)
  32, -5
30	O=C1CC(c2ccccc2)(c2ccccc2)c2ccccc21
  ·, -5

(continued)
Values run as follows: mHTT CaM bind, Pf apPOL block
31	COc1ccccc1C(=O)NCCn1cc(SCC(=O)Nc2ccccc2F)c2ccccc21
  17, -4
32	Nc1c(C(=O)NCc2ccc(Cl)cc2)nnn1-c1ccc(OC(F)(F)F)cc1
  1, -1
33	COc1ccc(NC(=O)N2CCn3c(C)ccc3C2C(C)C)cc1 (centres undefined)
  33, 5
34	N=c1c(C(=O)NCc2ccco2)cc2c(=O)n3ccccc3nc2n1CCc1ccccc1
  28, -1
35	Cc1cccc(NC(=O)COc2cc(Cl)c(Cl)cc2Cl)c1C
  -8, -1
36	c1ccc(-c2cc3c(Nc4ccc5c(c4)OCO5)ncnc3s2)cc1
  0, 0
37	O=C(NCc1ccncc1)c1cnn2c(-c3cccc(F)c3)ccnc12
  3, 2
38	CC1Cc2nc(SCC(=O)Nc3ccc(Cl)c(Cl)c3)n(C)c(=O)c2S1 (centres undefined)
  1, -3
39	CC1(C)OC(=O)C(=Cc2ccc(-c3ccc(S(N)(=O)=O)cc3)o2)C(=O)O1
  26, -2
40	CC(Oc1ccccc1)C(=O)N1CCN(S(=O)(=O)C2CC2)CC1 (centres undefined)
  -14, -3
41	COc1ccc(NC(=O)/C(=C/c2cccc([N+](=O)[O-])c2)NC(=O)c2cccs2)cc1
  2, -1
42	COc1ccc(C)cc1NC(=O)C(=O)NCCc1ccc(S(N)(=O)=O)cc1
  1, -4
43	CN(C)CCNC(=O)Cc1cn(C)c2ccccc12
  -3, -3
44	Cc1ccc(C(=O)Nc2cc(C)cc(C)c2)cc1
  -12, -1
45	CC(=O)C1CCC2C3CC=C4CC(O)CCC4(C)C3CCC12C (centres undefined)
  -6, -3
46	COc1cccc(-c2nc3cc(Cl)ccc3o2)c1
  -23, 0
47	CCOc1cc(/C=C2/SC(=Nc3ccc(C(=O)O)cc3)N(C)C2=O)ccc1O
  9, -5
48	Cc1ccccc1Cn1cc(SCC(=O)N2CCCCC2)c2ccccc21
  86*, 3
49	O=C1C2N=NN(c3ccc(Cl)cc3)C2C(=O)N1c1ccc(F)c(F)c1 (centres undefined)
  -8, 1
50	Cc1ccnc(N2CCC(C(=O)NCCc3ccc(Cl)cc3)CC2)n1
  0, 1
51	Cn1cnnc1SCC(=O)Nc1nc2ccccc2s1
  1, -1
52	CSc1nnc2c3ccccc3n(C)c2n1
  -2, 10
53	Cc1ccc(NC(=O)C2CCN(c3ccc(C)c(F)c3)C2=O)cc1C (centres undefined)
  -4, -2
54	Cc1ccc(C(=O)Nc2c3c(nn2-c2ccc(C)cc2C)CS(=O)(=O)C3)cc1
  -1, -2
55	O=C(NCc1ccccc1Cl)c1ccc2c(c1)ncn2-c1ccc(F)c(F)c1
  28, -6
56	CNC(=O)c1[nH]c2ccc(F)cc2c1N1CCCC1=O
  -2, -2
57	Cc1ccc(NC(=O)c2ccc3c(c2)C(=O)N(N2C(=O)c4ccccc4C2=O)C3=O)cc1C
  -3, -4
58	COc1cccc2c1OC1(C)CC2NC(=O)N1c1cccc(C(=O)NCCc2ccccc2)c1 (centres undefined)
  14, -2
59	Cn1c(=O)c2c(ncn2CC(=O)Nc2ccccc2I)n(C)c1=O
  -1, -8
60	Cc1cc(O)c(CN2CCN(CCO)CC2)c2c1C(=O)C(=Cc1cc3ccccc3o1)O2
  34&26, -10&-14

More structures follow.
Values run as follows: mHTT CaM bind, Pf apPOL block
61	N=c1nc(N)nc2n1NC(c1ccc(Cl)cc1)=CS2
  15, -3
62	COc1cccc(NC(=O)c2ccccc2C)c1
  4, 2
63	COc1cccc(CC(=O)N2CCCC2COc2ccc(C(=O)N3CCCC3)cc2)c1 (centres undefined)
  4, -4
64	Cc1oc2cc(O)ccc2c(=O)c1Oc1ccc(F)cc1
  -2, -5
65	Cc1ccc(-c2ncc(C(=O)Nc3cc(F)cc(F)c3)c(-c3ccncc3)n2)cc1
  5, 16
66	Cc1nn(C(=O)c2ccc([N+](=O)[O-])cc2)c(C)c1Cc1csc2ccc(Cl)cc12
  ·, -1
67	CCCCCCCCN1CNC(=S)NC1
  -1, ·
68	O=C(Nc1cccc(N2CCCN(Cc3cccc(F)c3)C2=O)c1)c1cccs1
  -1, -3
69	Cc1ccccc1NS(=O)(=O)c1cc2n(c1)CCCNC2=O
  -4, 3
70	COc1ccc(CNCC2OCCc3ccccc32)c(OC)c1 (centres undefined)
  -3, 0
71	CC1=C(C(=O)N2CCCCC2)C(c2ccc(Cl)cc2)n2c(nc3ccccc32)N1 (centres undefined)
  -2, -7
72	O=C(c1ccc(OC(F)(F)F)cc1)N1CCc2nc[nH]c2C1
  -1, -1
73	CCOC(=O)N1CCc2nn(CC(=O)Nc3cc(OC)ccc3OC)c(=O)cc2C1
  16, -5
74	CC(=O)c1cccc(NC(=O)c2ccc(-c3ccccc3[N+](=O)[O-])o2)c1
  23, 2
75	C[C@H]1[C@@H](c2ccccc2)Oc2c(Cl)cccc2S(=O)(=O)N1Cc1cccc(Cl)c1
  59*, -3
76	O=c1c2c(nc(SCc3ccc(Cl)cc3)n1-c1ccc(F)cc1)CCS2
  -5, 0
77	O=C(C1CCCCC1)N1CCCC2(CC(c3cccnc3)=CO2)C1 (centres undefined)
  8, 0
78	CCCCc1ccc(C2=N/C(=C\c3ccco3)C(=O)O2)cc1
  2, 1
79	O=C(Nc1ccc(F)cc1)N1CCC(n2cnc3ccccc3c2=O)CC1
  -2, -1
80	N#Cc1c2c(c(-n3ccnc3)n3c1nc1ccccc13)CCC2
  4, -4
81	CCN(CC)CC(=O)Nc1ccc2c(c1)Nc1ccccc1CC2
  29, -1
82	CCC(C)c1ccccc1NC(=O)Cc1ccc(Br)cc1 (centres undefined)
  -20, -6
83	O=C1Nc2cc(C(=O)N3CCCC3)ccc2SC1N1CCOCC1 (centres undefined)
  0, -22
84	CC(C)NC(=O)c1cc(=O)[nH]c2ccc(F)cc12
  3, -6
85	Cc1ccc(S(=O)(=O)N2CCC(n3cnc4cc(F)ccc4c3=O)CC2)cc1F
  -2, -2
86	COc1cccc(C2=CC(c3cc(OC)c(OC)c(OC)c3)n3ncnc3N2)c1 (centres undefined)
  28, 14
87	Cc1cccc(NC(=O)N2CCCC2C(=O)N(C)C)c1 (centres undefined)
  2, -4
88	Cc1ccc2sc(-c3ccc(NCc4ccccc4OCC(=O)N4CCOCC4)cc3)nc2c1
  10, -2
89	Cc1nc2nc(SCC(=O)NC(C)(C)C)nn2c(C)c1Cc1cccc(Cl)c1
  -5, -4
90	O=C1NC(=S)S/C1=C/c1ccc(-c2ccc3c(c2)COC3=O)o1
  22, ·

One compound at a time, as listed above.
Entry for CC(Oc1ccccc1)C(=O)N1CCN(S(=O)(=O)C2CC2)CC1 (centres undefined) → mHTT CaM bind: -14; Pf apPOL block: -3
Entry for Cn1cnnc1SCC(=O)Nc1nc2ccccc2s1 → mHTT CaM bind: 1; Pf apPOL block: -1
Entry for COc1cccc2c1OC1(C)CC2NC(=O)N1c1cccc(C(=O)NCCc2ccccc2)c1 (centres undefined) → mHTT CaM bind: 14; Pf apPOL block: -2

Back to the main list, repeating the 4 entries before the break.
Values run as follows: mHTT CaM bind, Pf apPOL block
87	Cc1cccc(NC(=O)N2CCCC2C(=O)N(C)C)c1 (centres undefined)
  2, -4
88	Cc1ccc2sc(-c3ccc(NCc4ccccc4OCC(=O)N4CCOCC4)cc3)nc2c1
  10, -2
89	Cc1nc2nc(SCC(=O)NC(C)(C)C)nn2c(C)c1Cc1cccc(Cl)c1
  -5, -4
90	O=C1NC(=S)S/C1=C/c1ccc(-c2ccc3c(c2)COC3=O)o1
  22, ·
91	Cc1cccc(N(CC(=O)Nc2ccc(S(=O)(=O)N3CCCCC3)cc2)S(C)(=O)=O)c1C
  10, 1
92	N#CC1=C(N)N(c2ccc(Cl)cc2)C2=C(C(=O)CCC2)C1c1cccnc1 (centres undefined)
  1, -1
93	CCOc1ccc(Nc2ccc(S(=O)(=O)NC)cc2[N+](=O)[O-])cc1
  35, 0
94	O=C(CC1CCCCC1)N1CCN(c2nnc3ccccn23)CC1
  -5, 0
95	COc1ccc(S(=O)(=O)N=C2C=C(Br)C(=O)C(Br)=C2)cc1
  46, -1
96	O=C(O)/C=C/C(=O)Nc1ccc(Br)cc1F
  -1, 23
97	CCC(=O)N1CCN(c2nc3c(s2)CC(C(=O)NCc2ccc(OC)cc2)CC3)CC1 (centres undefined)
  7, -7
98	O=C(c1cc(F)cc(F)c1)N1CCC(n2c(-c3ccoc3)nc3cccnc32)C1 (centres undefined)
  8, 0
99	O=C(NCc1cccs1)C1CCN(c2nnc(-c3ccccc3)o2)CC1
  14, -7
100	COc1ccc(-c2cc(C(F)(F)F)nc(N)n2)cc1OC
  3, 1
101	CSc1cccc(NC(=O)C(=O)NC(C)c2ccccc2)c1 (centres undefined)
  -8, -5
102	O=C(CC(c1ccccc1)c1ccccc1)N(Cc1ccccn1)Cc1ccco1
  19, -3
103	Cc1ccccc1C(=O)N1CCN(c2ccc(NC(=O)c3cccc(F)c3)cn2)CC1
  0, -4
104	O=C(O)C1=CCNCC1
  ·, 5
105	COCCCNc1c(-c2ccc(O)cc2)nc2sc3cc(C)ccc3n12
  4, 3
106	CCOc1ccc(C2C=C(c3ccc(Cl)cc3)Nc3nnnn32)cc1OC (centres undefined)
  -1, -6
107	CC(=O)Nc1ccc2nc(N3CCC(C(=O)NC4CC4)CC3)cc(C)c2c1
  -4, -6
108	O=C(O)c1cc([N+](=O)[O-])[nH]n1
  -2, ·
109	CN(C)CCCn1c(=N)n(CC(O)c2ccc(Br)cc2)c2ccccc21 (centres undefined)
  3, 6
110	Cn1c(SCc2nc3ccccc3n2CCO)nc2ccccc21
  2, 9
111	COCCn1c(C2CCN(C(=O)C3CCCCC3)C2)nc2cccnc21 (centres undefined)
  -4, 0
112	CSc1ccccc1CN1CCC(CNC(=O)c2cc(-c3ccco3)on2)CC1
  -10, -8
113	CCN1C(=O)c2ccc(C(=O)NC(C)c3ccccc3)cc2C1=O (centres undefined)
  0, -2
114	CC(C)(C)NC(=O)c1cnn2c1NC(c1ccc3c(c1)OCO3)CC2C(F)(F)F (centres undefined)
  -9, -3
115	Cc1ccc(C(=O)Nc2c(C(C)C)cccc2C(C)C)cc1[N+](=O)[O-]
  -2, -2
116	OC1(C#CCCN2CCCCC2)c2ccccc2-c2ccccc21
  0, -10
117	NC1=Nc2cccc3cccc(c23)N1
  14, 6&33
118	CCOc1nn(-c2nc(-c3ccccc3)cc(C(F)(F)F)n2)cc1[N+](=O)[O-]
  -5, 2
119	O=c1[nH]c(/C=C/c2ccccc2Cl)nc2ccccc12
  3, 0
